Pol beta inh: qHTS Assay for Inhibitors of DNA Polymerase Beta | P06746 | Pol beta primer extension/strand displacement, fluorescence kinetic | Potency, µM (top dose mostly 114 µM), without a hit: at the top dose activity change, negative = inhibition, usual class: inhibitors | hit rate 1.3% among 340,000; note: % is set by controls: 0 for no effect and ±100 for the full control effect
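Preincubation: enzyme (10 nM) with compound, 15 min, RT. Reaction: substrate added to 50 nM final. Reads: 0 and 10 min. Analysis: normalized, Hill fit.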
Pol iota inh: qHTS for Inhibitors of Polymerase Iota. Potency, µM (doses to about 115 µM), for inactives: at the highest dose activity, negative = inhibition, actives largely listed as inhibitors. hit rate 1% among 390,000. AID 588590, 2011. DNA polymerase iota (Homo sapiens), Q9UNA4. Pol iota fluorescent replication assay, 10 min
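Pol iota at 10 nM preincubated 15 min with compounds at room temperature; reaction started with fluorescent substrate, 50 nM final. Fluorescence read kinetically at 0 and 10 min; buffer-only wells as negative control.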
Pol kappa inh: qHTS for Inhibitors of Polymerase Kappa | purified Pol kappa, fluorescent DNA synthesis assay, 10 min | Potency, µM (highest dose often 107 µM), without a hit: at the highest dose activity, negative = inhibition, most hits filed as inhibitors | hit rate 0.53% among 400,000 | AID 588579, 2011; note: % is set by controls: 0 for no effect and ±100 for the full control effect
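Kinetic fluorescence screen: compound preincubated 15 min RT with 10 nM enzyme; 50 nM substrate (final) initiates; reads at 0/10 min.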
BLM inh: qHTS Assay for Inhibitors of Bloom's syndrome helicase (BLM); recombinant BLM DNA unwinding, fluorescence dequenching; hit rate 0.2% among 350,000; Potency, µM (top dose mostly 56.1 µM), inactives show at the highest dose activity change, negative = inhibition, most hits filed as inhibitors; RecQ-like DNA helicase BLM (Homo sapiens), P54132; AID 2528, 2010;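 note: plate controls were vehicle for no effect and no enzyme for full effect; nearly all actives have a fitted effect of over 35% in size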
APEX1 inh: qHTS Assay for Inhibitors of the Human Apurinic/apyrimidinic Endonuclease 1 (APE1). AID 2517, 2012. Potency, µM (series often up to 65.8 µM), for the others: top-dose activity change, negative = inhibition, most hits filed as inhibitors. recombinant APE1, TAMRA/BHQ-2 abasic DNA cleavage fluorescence. DNA repair nuclease/redox regulator APEX1 (Homo sapiens), P27695. hit rate 0.35% among 350,000;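 note: plate controls were vehicle for no effect and reference inhibitor for full effect; nearly all actives have a fitted effect of over 55% in size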
Target sequence (P27695 whole entry, looked up): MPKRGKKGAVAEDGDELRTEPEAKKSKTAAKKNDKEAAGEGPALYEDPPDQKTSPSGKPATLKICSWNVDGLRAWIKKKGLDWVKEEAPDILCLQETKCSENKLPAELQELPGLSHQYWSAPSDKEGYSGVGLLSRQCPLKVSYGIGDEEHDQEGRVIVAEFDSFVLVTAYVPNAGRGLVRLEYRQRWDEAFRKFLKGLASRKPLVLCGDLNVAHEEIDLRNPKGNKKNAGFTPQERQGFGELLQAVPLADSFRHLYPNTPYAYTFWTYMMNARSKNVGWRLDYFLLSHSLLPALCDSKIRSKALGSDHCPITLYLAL
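0.75 nM APE1 + cpd, 15 min RT; start w/ 50 nM TAMRA/BHQ-2 THF-abasic dsDNA; kinetic fluor 525/598 nm ×3 reads @60 s; Δ(read3−read1); normalized to DMSO and NSC13755 control wells.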
G9a inh: qHTS Assay for Inhibitors of Histone Lysine Methyltransferase G9a | Histone-lysine N-methyltransferase EHMT2 (Homo sapiens), Q96KQ7 | Potency, µM (highest dose often 102 µM), for inactives: at the top dose activity, negative = inhibition, usual class: inhibitors | hit rate 8.8% among 350,000 | AID 504332, 2011 | G9a H3K9 monomethylation, AlphaScreen, 2 h; note: % is set by controls: 0 for no effect and ±100 for the full control effect; nearly all actives have a fitted effect of over 75% in size
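Using a bead-based AlphaScreen, monomethylated H3K9 product from 2 h room-temperature reactions (G9a 20 nM, peptide 500 nM, SAM 20 uM) was detected with 0.5 ug/mL rabbit anti-H3K9me1 antibody.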
Pol eta inh: qHTS for Inhibitors of Polymerase Eta. DNA polymerase eta (Homo sapiens), Q9Y253. recombinant Pol eta, fluorescent DNA replication assay. Potency, µM (series often up to 114 µM), for the others: at the top dose activity change, negative = inhibition, actives largely listed as inhibitors. hit rate 1.2% among 390,000. AID 588591, 2011; note: % is set by controls: 0 for no effect and ±100 for the full control effect
Target sequence (Q9Y253 whole entry, looked up): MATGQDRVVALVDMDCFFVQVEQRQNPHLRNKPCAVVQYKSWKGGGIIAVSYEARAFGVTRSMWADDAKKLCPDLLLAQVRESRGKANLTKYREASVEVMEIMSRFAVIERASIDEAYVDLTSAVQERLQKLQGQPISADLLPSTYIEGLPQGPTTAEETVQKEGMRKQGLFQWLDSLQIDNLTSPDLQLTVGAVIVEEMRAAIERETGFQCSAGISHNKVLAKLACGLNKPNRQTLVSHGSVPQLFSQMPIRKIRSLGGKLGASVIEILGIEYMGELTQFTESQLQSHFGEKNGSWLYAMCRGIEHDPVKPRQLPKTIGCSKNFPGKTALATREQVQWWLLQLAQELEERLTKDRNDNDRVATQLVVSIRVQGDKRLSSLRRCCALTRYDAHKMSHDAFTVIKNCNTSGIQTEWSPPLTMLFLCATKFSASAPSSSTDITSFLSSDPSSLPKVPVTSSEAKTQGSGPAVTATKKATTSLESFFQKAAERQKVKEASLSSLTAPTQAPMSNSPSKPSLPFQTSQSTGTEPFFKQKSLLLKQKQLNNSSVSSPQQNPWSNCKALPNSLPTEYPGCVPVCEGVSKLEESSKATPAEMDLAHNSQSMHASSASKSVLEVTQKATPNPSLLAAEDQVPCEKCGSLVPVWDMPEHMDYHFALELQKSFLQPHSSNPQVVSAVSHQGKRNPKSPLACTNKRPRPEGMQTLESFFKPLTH
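Pol eta (10 nM) was preincubated with compounds for 15 min at room temperature, after which fluorescent replication substrate (50 nM final) was added to start the reaction. Fluorescence was read kinetically at 0 and 10 min.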
BAZ2B inh: qHTS Assay for Inhibitors of BAZ2B; AID 504333, 2011; Potency, µM (highest dose often 114 µM), for the others: top-dose activity change, negative = inhibition, most hits filed as inhibitors; hit rate 4.4% among 360,000; AlphaScreen BAZ2B-H3K14Ac peptide displacement; Bromodomain adjacent to zinc finger domain protein 2B (Homo sapiens), Q9UIF8; note: % is set by controls: 0 for no effect and ±100 for the full control effect; nearly all actives have a fitted effect of over 60% in size
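AlphaScreen displacement of biotin-H3(5-23)K14Ac peptide (50 nM final) from BAZ2B (50 nM final) in PBS pH 7.4, 0.01% Tween-20; complex preformed 30 min RT, then compounds (top 110 uM) 30 min RT, beads 20 min dark.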
JMJD2A Tudor: qHTS Assay for Inhibitors of JMJD2A-Tudor Domain. Lysine-specific demethylase 4A (Homo sapiens), O75164. Potency, µM (top dose mostly 114 µM), for the others: at the highest dose activity change, negative = inhibition, usual class: inhibitors. hit rate 4.4% among 390,000. AlphaScreen JMJD2A-Tudor / H3K4me3 peptide binding; note: % is set by controls: 0 for no effect and ±100 for the full control effect; nearly all actives have a fitted effect of over 50% in size
Starred values were filed as active, the others as inactive; u = inconclusive; x = not tested or not shown; & = joins results of further samples; [ ] = dose if it differs, or a comment. Calls come from the whole dose curve; as a rule, active = well fitted curve in the direction sought with a large enough effect; inconclusive = small, poorly fitted or top-dose-only effect, or another doubt; inactive = no such curve, though single readings can be large; an effect the other way counts as inactive or inconclusive. Potency is the fitted concentration of half-maximal effect.

The first three records (preview)
The line under a structure holds: Pol beta inh	Pol iota inh	Pol kappa inh	BLM inh	APEX1 inh	G9a inh	Pol eta inh	BAZ2B inh	JMJD2A Tudor
COc1ccc(NC(=O)C2CCCN(S(=O)(=O)c3ccc4[nH]c(=O)ccc4c3)C2)cc1OC (stereo not given)
  32.4%&-16.5%	1.4%&15.7%	5.3%&1.9%	-2.7%&3.4%	25.5%	9.7%	8.2%&-14.5%	-18.6%&2.2%	-2.0%&-0.4%
CCCNC(=O)C1CCC(Cn2c(=O)c3sccc3n(CC(=O)N3CCC(C)CC3)c2=O)CC1 (stereo not given)
  39.2%	7.3%	-2.3%	0.1%	x	17.0%[59 µM]	-7.7%	-3.3%	-10.7%
COc1ccc(-c2nc(CS(=O)CC(=O)NCC3CCCO3)c(C)o2)cc1 (stereo not given)
  2.9%	5.2%	13.8%	-4.2%	-1.7%	-10.6%	-3.9%	7.0%	-9.9%

The list itself, from the first entry:
The line under a structure holds: Pol beta inh	Pol iota inh	Pol kappa inh	BLM inh	APEX1 inh	G9a inh	Pol eta inh	BAZ2B inh	JMJD2A Tudor
COc1ccc(NC(=O)C2CCCN(S(=O)(=O)c3ccc4[nH]c(=O)ccc4c3)C2)cc1OC (stereo not given)
  32.4%&-16.5%	1.4%&15.7%	5.3%&1.9%	-2.7%&3.4%	25.5%	9.7%	8.2%&-14.5%	-18.6%&2.2%	-2.0%&-0.4%
CCCNC(=O)C1CCC(Cn2c(=O)c3sccc3n(CC(=O)N3CCC(C)CC3)c2=O)CC1 (stereo not given)
  39.2%	7.3%	-2.3%	0.1%	x	17.0%[59 µM]	-7.7%	-3.3%	-10.7%
COc1ccc(-c2nc(CS(=O)CC(=O)NCC3CCCO3)c(C)o2)cc1 (stereo not given)
  2.9%	5.2%	13.8%	-4.2%	-1.7%	-10.6%	-3.9%	7.0%	-9.9%
O=C(CSc1ccccc1)NN1C(=O)c2ccccc2C1=O
  8.6%	146.5%[activator]	-8.0%	0.7%	0.1%	-2.8%	5.5%	-15.7%	-8.4%
COCCCNC(=O)Cn1cnc(C(=O)Nc2ccc(C)c(C)c2)n1
  x	26.0%	5.1%	x	2.7%	x	-22.3%	x	2.9%
COc1ccc(CNC(=O)C2CC(c3ccccc3[N+](=O)[O-])=NO2)cc1 (stereo not given)
  12.3%	-8.9%	-12.7%	0.5%	-7.6%	u	-8.2%	3.0%	-19.7%
COC(=O)/C(=C/c1ccco1)NC(=O)c1ccccc1
  6.8%	-2.9%	-10.0%	-1.4%	-1.8%	u	-3.5%	-17.2%	-12.0%
Cc1ccc(OCc2cc(C(=O)NCCn3cccn3)no2)cc1C
  2.0%	-4.7%	0.4%	-1.3%	23.8%	39.2%	-9.5%	-19.4%	1.4%
O=C(Nc1ccccc1C(=O)NC(Cc1ccccc1)C(=O)NC1CCCCC1)c1ccccc1 (stereo not given)
  0.1%	5.8%	0.4%	-2.3%	1.8%	45.6%[59 µM]	-2.7%	11.0%	-8.0%
O=C(Nc1cccc(F)c1)c1cc(S(=O)(=O)N2CCC(C(=O)O)CC2)ccc1F
  7.5%	-5.9%	-1.2%	-0.1%	-2.3%	2.7%[59 µM]	-7.3%	-8.7%	-3.2%
COc1cccc(NC(=O)Cc2nc(-c3ccccc3)sc2-c2ccc(C)cc2)c1
  5.2%	17.4%	-0.5%	-10.5%	-3.3%	u	-12.4%	-7.1%	-7.7%
COc1cc(/C=N/NC(=O)C2=NNC(=O)C2C)ccc1O (stereo not given)
  4.6%	5.9%	-3.2%	3.0%	-0.3%	u	-11.7%	u	u
O=C(NCCCNC(=O)c1c(F)cccc1F)c1c(F)cccc1F
  0.6%	-0.1%	12.8%	-2.5%	18.4%	17.2%	-15.1%	-14.4%	-6.8%
Cc1ccc(Cn2c(CN3CCOCC3)nc3c2c(=O)[nH]c(=O)n3C)cc1
  17.3%	15.1%	2.8%	4.3%	-1.8%	39.2%[59 µM]	-4.9%	-6.3%	-0.7%
Cc1ccccc1-n1nc(-c2cccnc2)cc1C(=O)N/N=C/c1ccncc1
  3.3%	-7.5%	4.7%	2.5%	2.2%	-28.4%	-7.9%	-15.0%	-5.7%
Cc1ccc(C(=O)NCC2CCCN2S(=O)(=O)c2cccs2)cc1C (stereo not given)
  x	14.9%	-15.1%	x	3.7%	-1.7%	-19.4%	8.4%	-21.4%
CCN(CC)C(=O)[C@H]1C[C@H](CC(=O)NCCCOC)C(=O)N2CCc3c([nH]c4cc(CCC(=O)N(C)C)ccc34)[C@]12C
  x	35.5%[activator]	-4.9%	x	-23.4%	x	4.1%	x	-1.4%
Cc1ccc(S(=O)(=O)N(CC(=O)Nc2cccnc2)c2cc(Cl)ccc2C)cc1
  0.2%	8.1%	-20.9%	-12.2%	x	-45.9%[59 µM]	u	u	-30.1%
CCOC(=O)C(=O)Nc1nc(-c2ccccc2)c(CC)s1
  4.8%	-4.3%	2.1%	0.5%	0.6%	8.3%	-5.7%	2.8%	-16.2%
Cc1ccc(OCCCCn2c(CO)nc3ccccc32)cc1
  11.2%	-27.2%	-0.4%	-10.6%	-7.7%	0.5%[59 µM]	-13.6%	-27.3%	-28.9%
O=C(Nc1cccc(Cl)c1)Nc1nc(-c2ccccc2)cs1
  6.4%	51.8%[activator]	-4.2%	-0.4%	2.4%	-7.2%[59 µM]	-16.7%	-15.4%	-13.5%
CCOC(=O)CSc1nnc(NC(=O)CN2CCN(C=O)CC2)s1
  4.5%	3.9%	-0.6%	-3.1%	-15.1%	-33.4%	-4.2%	-35.4%	-3.4%
CCOC(=O)c1cnc(Nc2nc3ccccc3o2)nc1C
  -2.0%	13.7%	-1.4%	1.1%	6.3%	4.0%[0.501 µM]	-22.4%	u	-15.3%
COc1cc(C(=O)OCC(=O)Nc2sccc2C(N)=O)cc(OC)c1OC
  u	-6.9%	-4.8%	-1.1%	-6.6%	3.7%	0.0%	-4.2%	-14.4%
COc1cccc(CNC(=O)CCn2ccc3cc(S(=O)(=O)N4CCC(C)CC4)ccc32)c1
  1.5%	20.8%	2.9%	-2.8%	75.3%[activator]	17.6%	-23.0%	14.1%	-16.8%
O=S1(=O)N=C2CCCN2C(c2ccc(F)cc2)N1 (stereo not given)
  19.0%	-6.7%	7.4%	-2.8%	0.1%	28.9%[59 µM]	-6.4%	11.6%	-2.2%
CN(Cc1ccccc1)C(=S)NC(=O)c1cccs1
  10.8%	37.2%[activator]	-3.9%	-4.7%	11.7%	39.8µM*	-18.6%	u	-33.1%
CC(=O)C[C@@H](O)CC(=O)[C@H]1OC(=O)CC/C=C\Cc2ccccc21
  x	18.0%	7.8%	x	39.7%	6.5%[2.33 µM]	-13.2%	3.0%	-4.1%
COc1ccc(NC(=O)N(C)C[C@H]2Oc3c(NC(=O)c4ccncc4)cccc3C(=O)N([C@H](C)CO)C[C@@H]2C)cc1
  x	-7.2%	6.6%	x	20.1%	x	-14.5%	x	-2.1%
Cc1ccccc1CSc1nnc(NC(=O)C2COc3ccccc3O2)s1 (stereo not given)
  6.2%	-3.9%	-7.0%	0.3%	1.1%	-5.4%[59 µM]	-17.5%	-25.0%	-18.7%
Nc1cc(Cc2ccccc2)ccc1O
  x	3.1%	-5.7%	x	x	x	-5.9%	x	3.16µM*
Cc1ccc(C)c(S(=O)(=O)Nc2ccc(C(=O)NCC(c3ccco3)N3CCCCC3)cc2)c1 (stereo not given)
  0.4%	9.0%	-6.6%	-2.6%	6.9%	8.4%	-15.4%	-21.8%	-33.6%
CN(C)c1ccc(/C=C/c2nc(-c3ccccc3O)n(-c3ccccc3)n2)cc1
  -2.2%	3.4%	-23.5%	-8.6%	x	u	-10.3%	u	u
O=C(Cc1ccccc1F)Nc1nc2ccccc2[nH]1
  5.8%	-8.2%	-8.7%	-4.4%	1.3%	-26.7%	-8.8%	-16.3%	-16.8%
CCCN(CCC)CCCNC(=O)Cn1cc2c(n1)-c1c(oc(C(=O)N3CCCC3)c1C)CC2
  34.0%[activator]	17.3%	-17.8%	3.1%	x	-27.7%[59 µM]	-14.2%	u	-15.8%
Cc1cc(O)ccc1NC1=CC(=O)CC(C)(C)C1
  -5.2%	121.7%[activator]	-4.2%	-2.6%	0.0%	17.6%[59 µM]	-1.6%	-3.1%	-6.3%
COc1ccc(CCC(=O)Nc2ccc3c(c2)OCO3)cc1
  4.2%	138.7%[activator]	-13.7%	2.3%	-6.4%	x	-4.0%	5.3%	-13.3%
CC(C)C1Cc2[nH]c(=O)c(C(=O)O)cc2CO1 (stereo not given)
  0.8%	15.0%	-9.7%	-11.1%	-4.2%	u	-9.1%	u	u
CC(NC(=O)COc1ccc(/C=N/NC(=O)CO)cc1)c1ccccc1 (stereo not given)
  13.3%	43.2%[activator]	-0.6%	-3.6%	25.1%	20.2%	-21.3%	-0.1%	-3.7%
COc1ccc(CC(=O)Nc2cccc3ncccc23)cc1OC
  18.2%	68.6%[activator]	-6.2%	-4.7%	4.3%	3.2%	0.0%	-8.2%	-2.9%
CCOC(=O)C1=C(N)Oc2cc(O)ccc2C1c1ccc(F)cc1F (stereo not given)
  -11.6%	6.0%	3.3%	-12.8%	-27.0%	-12.3%	-13.5%	-32.4%	-25.2%
Cc1ccc(-c2cc(-c3ccc(C)o3)nc(N)c2C#N)cc1
  5.5%	u	-38.9%	-11.1%	-8.6%	2µM*	-8.8%	70.8µM*	31.6µM*

An excerpt. The share of hits here may be higher or lower than overall.
